ELG1 genotoxic – genotoxicity induction in ELG1-luciferase HEK293T cells; Potency, µM (titrated, usually from 46 µM), without a hit: at the highest dose activity change, positive = activation, usual class: activators; AID 504466; HEK293T ELG1-luciferase reporter, luminescence, 16 h; hit rate 1.3% among 330,000; note: potency is the fitted concentration of half-maximal effect; % of control where 0% means no effect; nearly all actives have a fitted effect of over 60% in size
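Screening used a luciferase reporter fused to human ELG1 in HEK293T cells. Luminescence was read on a CCD plate imager after 16 hr exposure and 30 min ONE-Glo incubation.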
KCNH2 3.1 inh – KCNH2 3.1 (human) potassium channel inhibition. activity change, % (tested at about 1.8 µM). hit rate 0.95% among 340,000. U2OS KCNH2 3.1, thallium flux FluxOr; stronger effect = lower value. AID 720553;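 active = maximum activity change below -70%; inconclusive = maximum activity change from -70% to -50%; inactive = maximum activity change above -50%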;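 note: thallium influx rate constant from kinetic fluorescence after stimulation buffer; % is set by controls: 0 for no effect and ±100 for the full control effect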
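Thallium flux via FluxOr fluorescence (Red40 quencher, 45 min loading) in U2OS cells virally expressing the KCNH2 3.1 isoform (1.77 x 10^8 /mL virus, overnight at 37 C). Rate constants from 2-min kinetic reads post-stimulation, normalised to positive and negative controls.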
Rab9 prom act – activators of Rab9 promoter. hit rate 2.8% among 320,000. AID 485297. Potency, µM (highest dose often 9.22 µM), without a hit: top-dose activation, negative = inhibition, most hits filed as activators. Huh7 Rab9 promoter-luciferase reporter, luminescence, 24 h; note: potency is the fitted concentration of half-maximal effect; % of control where 0% means no effect; nearly all actives have a fitted effect of over 60% in size
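Cells were plated at 1500 per well in reduced-serum medium with 10% FBS and left 2 h. Compound in DMSO was then added for 24 h at 37 °C. Reporter signal was read by luminescence after 10 min with luciferase detection reagent.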
Giardia kill – Giardia lamblia killing | Giardia lamblia trophozoite viability | activity change, % at 7.66 µM, hits read low | hit rate 0.15% among 340,000; in the data active = activity change below about -80%; inconclusive = between about -30% and that limit;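 note: parasites exposed to compound for two days anaerobically before the ATP read; % is set by controls: 0 for no effect and ±100 for the full control effect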
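Giardia trophozoites, 100 cells per well, were exposed to compounds for 48 hrs at 37 deg C under anaerobic conditions; viability was then read as ATP content by bioluminescence after 15-30 min at room temperature.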
FLuc modulator – inhibits or activates purified firefly luciferase, miR-21 counter-screen; P08659; AID 588342; hit rate 6.9% among 360,000; purified FLuc, Km substrates, luminescence inhibition; Potency, µM (top dose mostly 57.5 µM), for the others: at the top dose activity change, negative = inhibition, usual class: inhibitors;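 note: potency is the fitted concentration of half-maximal effect; plate controls were vehicle for no effect and reference inhibitor for full effect; nearly all actives have a fitted effect of over 55% in size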
Target sequence (P08659 whole entry, looked up): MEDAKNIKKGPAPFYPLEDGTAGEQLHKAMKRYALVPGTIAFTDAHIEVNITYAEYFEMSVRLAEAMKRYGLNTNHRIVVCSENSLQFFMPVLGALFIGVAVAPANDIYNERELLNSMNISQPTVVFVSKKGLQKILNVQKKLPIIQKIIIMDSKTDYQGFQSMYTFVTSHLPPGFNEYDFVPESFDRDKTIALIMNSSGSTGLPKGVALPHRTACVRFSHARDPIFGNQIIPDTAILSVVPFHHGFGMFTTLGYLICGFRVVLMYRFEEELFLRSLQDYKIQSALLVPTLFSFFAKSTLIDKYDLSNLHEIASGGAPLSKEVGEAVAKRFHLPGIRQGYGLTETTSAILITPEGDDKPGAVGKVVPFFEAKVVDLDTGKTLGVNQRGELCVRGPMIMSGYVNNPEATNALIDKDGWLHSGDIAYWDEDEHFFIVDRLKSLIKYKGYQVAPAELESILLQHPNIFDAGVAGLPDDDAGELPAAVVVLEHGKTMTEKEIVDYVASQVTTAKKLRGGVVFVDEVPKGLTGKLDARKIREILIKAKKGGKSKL
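Biochemical qHTS of compounds, final roughly 60 µM downward over six points, against 10 nM purified firefly luciferase using Km concentrations of substrates (10 uM D-luciferin, 10 uM ATP) in Tris acetate pH 7.5 buffer; luminescence output.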
FBPA coupling cs – counter-screen for Giardia aldolase inhibitors: coupling enzyme system; coupling enzyme system counterscreen, AmpLite Red fluorescence; hit rate 0.67% among 290,000; activity change, negative = inhibition, % at 58.2 µM, hits read low; in the data active = activity change below about -30%; note: % is set by controls: 0 for no effect and ±100 for the full control effect
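Counterscreen of the coupled detection system alone, without aldolase: glyceraldehyde-3-phosphate coupling enzymes plus AmpLite Red readout. Compounds at 57.5 uM final, 10 min RT preincubation, 20 min RT reaction, fluorescence 525/598 nm.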
RORg inh – ROR gamma (mouse) transcription inhibition; P51450; hit rate 5.4% among 310,000; Drosophila S2 Gal4-RORgamma UAS-luciferase reporter, 20 h; Potency, µM (top dose mostly 53.6 µM), inactives show at the highest dose activity change, negative = inhibition, most hits filed as inhibitors; AID 2551; note: potency is the fitted concentration of half-maximal effect; % is set by controls: 0 for no effect and ±100 for the full control effect; nearly all actives have a fitted effect of over 60% in size
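Drosophila S2 cells stably expressing Gal4-DBD/mouse RORγ fusion under metallothionein promoter plus UAS-luciferase; compound 1 h, then 700 uM CuSO4 induction for 20 h at ambient temperature; inhibition read as reduced luminescence.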
Gal4-VP16 FLuc – inhibits Gal4-VP16 luciferase reporter, ROR gamma counter-screen; hit rate 3.5% among 310,000; Potency, µM (doses to about 53.6 µM), without a hit: top-dose activity, negative = inhibition, hits mostly inhibitors; Drosophila S2 Gal4-VP16 UAS-luciferase, luminescence, 20 h;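 note: Gal4-VP16 expression switched on by copper sulfate through the metallothionein promoter; potency is the fitted concentration of half-maximal effect; % is set by controls: 0 for no effect and ±100 for the full control effect; nearly all actives have a fitted effect of over 50% in size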
NPC1 prom act – NPC1 promoter activation | Huh7 NPC1 promoter luciferase reporter, 24 h | Potency, µM (highest dose often 9.22 µM), without a hit: at the highest dose activation, most hits filed as activators | hit rate 2.4% among 320,000;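 note: potency is the fitted concentration of half-maximal effect; % of control where 0% means no effect; nearly all actives have a fitted effect of over 60% in size; reporter is driven by a mutant NPC1 promoter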
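Compounds in DMSO were transferred onto Huh7 NPC1-luciferase reporter cells pre-incubated 2 h; after 24 h at 37 °C, Amplite reagent was dispensed and luminescence recorded 10 min later.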
Tb PFK block – T. brucei PFK enzyme inhibition; hit rate 0.17% among 330,000; Potency, µM (top dose mostly 57.5 µM), inactives show at the highest dose activity, negative = inhibition, usual class: inhibitors; O15648; T. brucei PFK, ADP-Glo luminescence;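 note: potency is the fitted concentration of half-maximal effect; 0% = uninhibited 1x PFK enzyme wells and -100% = no-enzyme wells; nearly all actives have a fitted effect of over 60% in size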
Target sequence (O15648 whole entry, looked up): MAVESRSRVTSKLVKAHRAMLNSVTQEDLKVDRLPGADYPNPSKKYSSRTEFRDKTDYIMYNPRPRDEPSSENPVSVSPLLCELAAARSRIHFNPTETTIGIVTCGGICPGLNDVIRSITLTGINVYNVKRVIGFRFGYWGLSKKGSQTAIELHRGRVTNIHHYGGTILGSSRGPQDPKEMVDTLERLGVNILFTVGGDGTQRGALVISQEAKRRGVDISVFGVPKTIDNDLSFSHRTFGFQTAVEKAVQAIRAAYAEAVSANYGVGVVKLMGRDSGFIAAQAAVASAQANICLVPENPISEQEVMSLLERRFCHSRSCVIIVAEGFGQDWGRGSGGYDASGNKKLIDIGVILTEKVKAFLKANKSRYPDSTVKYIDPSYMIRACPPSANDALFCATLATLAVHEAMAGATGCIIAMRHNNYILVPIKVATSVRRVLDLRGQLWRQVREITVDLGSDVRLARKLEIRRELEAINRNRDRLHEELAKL
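1.25 nM PFK with 0.5 mM F6P and 0.1 mM ATP in 0.1 M TEA pH 8.0, 5 mM MgCl2, incubated 45 min at room temperature; ADP measured by ADP-Glo luminescence; compounds titrated up to 57 uM.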
uPA generation – cell surface uPA generation inhibition | hit rate 0.31% among 330,000 | cell surface uPA generation assay, qHTS | Potency, µM (series often up to 38.3 µM), for the others: at the top dose activity change, negative = inhibition, most hits filed as inhibitors; active = well fitted inhibition curve with a large enough effect; inconclusive = small, poorly fitted or top-dose-only effect; inactive = no such curve, though single readings can be large or run the other way; tested in mouse RAW 264.7 cells; note: potency is the fitted concentration of half-maximal effect; % is set by controls: 0 for no effect and ±100 for the full control effect; nearly all actives have a fitted effect of over 55% in size
The depositor's hits bear a star; ? = inconclusive; · = not tested or not shown; [ ] = another dose, or the depositor's remark. Unless noted, calls come from the whole dose curve; as a rule, active = well fitted curve in the direction sought with a large enough effect; inconclusive = small, poorly fitted or top-dose-only effect, or another doubt; inactive = no such curve, though single readings can be large; an effect the other way counts as inactive or inconclusive. Rows are unselected; 14% or so of the library scored in one or more.

mol	KCNH2 3.1 inh	ELG1 genotoxic	uPA generation	Tb PFK block	FLuc modulator	Giardia kill	RORg inh	Rab9 prom act	Gal4-VP16 FLuc	FBPA coupling cs	NPC1 prom act
CCOc1ccccc1N1CCN(C(=O)c2cc(S(=O)(=O)N3CCCCC3)ccc2C)CC1	-1	-8%	9%	0%	·	8	·	-4%	·	·	-1%
Cc1ccc(NC(=O)CSc2nc(=O)n(Cc3ccncc3)c3c2CCC3)c(C)c1	28	-2%	-1%	5%	1%	-13	·	4%	·	·	1%
COc1ccccc1N1CCN(C(=O)c2cc(-c3ccc(F)cc3)[nH]c2C)CC1	-33	-8%	-2%	3%	-1%	-6	?	-1%	-4%	-1	-4%
O=C(COc1ccc2ccccc2c1)N[C@@H](C(=O)O)c1ccc(O)cc1	4	-9%	17%	1%	-6%	-10	0%	15%	3%	-4	-1%
COc1cc(C(=O)OCC(=O)NC2CCCCCC2)ccc1OCC(C)C	5	-2%	20%	0%	-2%	5	·	1%	·	·	-9%
COc1ccc(S(=O)(=O)N2CCOC23CCN(S(=O)(=O)c2c(C)cc(C)cc2C)CC3)cc1	-9	1%	-3%	-3%	4%	23	·	-3%	·	·	1%
Nc1ncnc(N2CCc3ccccc32)c1[N+](=O)[O-]	2	-20%	-2%	-1%	-1%	1	-25%	-27%	1%	2	9%
CC(C(=O)N1CCN(c2ccccc2F)CC1)c1ccc([N+](=O)[O-])cc1 (stereo not given)	-2	-2%	-1%	-3%	-5%	-13	32%	0%	-1%	2	-1%
CC1(C)CC(=O)/C(=N/Nc2ccc(Cl)cc2)CO1	-6	?	-15%	-8%	6.7µM*	2	9%	1.8µM*	-13%	0	1.8µM*
COc1ccc(CCN2C(=O)N(c3ccc(OC)cc3)C(=O)C2CC(=O)Nc2ccc(OC)cc2)cc1 (stereo not given)	1	-10%	4%	-5%	-5%	-9	-2%	1%	5%	-3	-1%
O=c1c2ccccc2oc2ccc(NCCCn3ccnc3)cc12	-41	?	4.5µM*	3%	1.7µM*	-10	?	1.1µM*	-23%	-4	1.4µM*
O=C(COC(=O)c1ccccc1NCCO)NCCc1ccccc1	-1	18%	2%	-3%	-1%	19	·	21%	·	·	27%
CCN(CC(=O)NCC1CCCO1)S(=O)(=O)c1ccc(Cl)cc1 (stereo not given)	1	5%	2%	2%	2%	-15	-8%	-4%	-3%	·	2%
O=C(Nc1ccc(N2CCOCC2)cc1N1CCOCC1)c1ccco1	-1	-1%	0%	0%	-4%	4	9%	3%	-4%	-1	-4%
CCn1c(NC(=O)C2CCCCC2)nc2ccccc21	-10	-1%	-7%	-4%	-14%	1	0.35µM*	1%	0.89µM*	4	0%
CSCCC(NC(=O)c1ccc(Cl)c([N+](=O)[O-])c1)C(=O)N1CCN(C/C=C/c2ccccc2)CC1 (stereo not given)	-97*	-37%[inhibitor]	?	14%	0%	-11	·	-4%	·	·	-3%
O=C(Oc1ccc[nH]c1=O)c1cc([N+](=O)[O-])cc([N+](=O)[O-])c1	-5	4%	-5%	-3%	-3%	14	0%	0%	-6%	-19	7%
COc1ccc(S(=O)(=O)N(C)C)cc1NCC(=O)Nc1ccc(F)cc1F	-1	12%	-9%	-2%	1%	4	30%	-5%	-15%	-7	-3%
Cc1cccc(NC(=O)CO/N=C/c2ccc3c(c2)OCO3)c1	-8	1%	6%	-2%	?	-9	?	-3%	-12%	1	0%
COc1ccccc1C1(CC(=O)O)CCOC(C(C)C)C1 (stereo not given)	0	-2%	2%	19%	5%	8	-1%	-5%	-1%	-1	-2%
COc1cc(C(=O)NCC(=O)N/N=C/c2cccs2)cc(OC)c1OC	4	6%	-19%	0%	-7%	-1	-6%	-1%	3%	-1	-1%
CC1=C(C(=O)OCCOc2ccccc2)C(c2ccc(C)o2)C2=C(CC(C)(C)CC2=O)N1 (stereo not given)	-15	-3%	-9%	0%	-3%	-22	-28%	-1%	2%	0	-4%
COc1cc(NC(=S)Nc2ncccc2C)cc(OC)c1OC	1	4%	7%	-4%	-2%	3	13µM*	?	-5%[10 µM]	1	11%
CC(O)C(NC=C1C(=O)OC(C)(C)OC1=O)C(=O)O (stereo not given)	3	0%	4%	2%	-2%	1	-7%	-2%	-11%	3	-4%
Cc1nn(C)c(C)c1C(C)NC(=O)c1cc(COc2cncc(Cl)c2)on1 (stereo not given)	-44	0%[9.26 µM]	11%	2%	3%	-16	43%	3%	2%	3	?
COc1ccc(CN(C(=O)c2ccc(-c3ccccc3)[nH]2)C(C(=O)NC(C)(C)C)c2ccncc2)cc1 (stereo not given)	-7	-8%	-12%	-17%	-13%	5	9%	-1%	4%	-4	-7%
COc1ccc(Nc2nc(C(=O)NCCCN3CCOCC3)cs2)cc1	3	1%	-1%	-3%	?	25	2%[10 µM]	3%	-2%	0	7%
COc1ccccc1N1C(=O)C2ON(c3ccccc3)C(c3ccc(N(C)C)cc3)C2C1=O (stereo not given)	·	5%	·	8%	4%	·	-38%	2%	?	0	2%
CCc1noc(C)c1C(=O)N(CC(C)C)c1c(N)n(Cc2ccccc2)c(=O)[nH]c1=O	14	0%	-8%	-2%	3%	3	·	0%	·	·	-3%
COCC(=O)OCC(=O)N1N=C(c2ccc(Cl)cc2)CC1c1ccco1 (stereo not given)	-16	1%	0%	-3%	-8%	1	-5%	-3%	-18%	0	-9%
COc1ccc(CC(=O)NC2CCN(CC(=O)Nc3ccc4c(c3)OCCO4)CC2)cc1OC	23	1%	·	7%	-1%	-2	8%	1%	-6%	2	-1%
CCOC(=O)N1CCN(Cc2nc3c(c(=O)[nH]c(=O)n3C)n2Cc2ccccc2C)CC1	9	4%	·	2%	0%	-14	-8%	-4%	-2%	0	-2%
Cc1c(C(=O)Nc2ccc(S(N)(=O)=O)cc2)oc2ccc(Cl)cc12	2	8%	0%	-22%	2%	-16	-1%	-5%	-9%	2	-8%
CCOc1ccc(C(=O)N/N=C(/C)C2C(=O)c3ccccc3C2=O)cc1	3	-7%	-2%	0%	?	-16	1.1µM*	-2%	2.8µM*	0	11%
COc1ccc(CNC(=O)CCCn2c(=S)[nH]c3cc4c(cc3c2=O)OCO4)cc1	24	6%	2%	4%	2%	-14	-23%	-11%	0%	·	-3%
O=C(CCCCCN1C(=O)c2cccc3cccc(c23)C1=O)N1CCOCC1	8	0%	1%	0%	?	-6	-14%	-6%	3%	-2	-4%
O=C(O)c1cc(Cl)c(Cl)cc1C(=O)NCc1ccco1	-3	1%	6%	0%	0%	18	8%	16%	7%	4	2%
CC(=O)c1cccc(NC(=O)C(CC(C)C)NC(=O)C2CCCCC2)c1 (stereo not given)	-10	13%	-1%	10%	-4%	0	19%	-2%	6%[10 µM]	-2	-1%
CC(C)N1CCN(CCCc2ccccc2)CC1CCO (stereo not given)	-8	-2%	?	1%	5%	-10	-14%	8%	-12%	0	-1%
OCCC1CN(CC#Cc2ccccc2)CCN1Cc1ccccc1F (stereo not given)	-13	8%	6%	2%	0%	-7	8%	-2%	5%	1	5%
CC(=O)c1cc(C#N)c(Oc2cc(C)cc(C)c2)nc1C	2	-1%	2%	1%	3%	2	-4%	4%	9%	3	2%
O=C(C[n+]1ccccc1)Nc1ccccc1[N+](=O)[O-]	-2	-5%	-1%	0%	-1%	-1	-9%	0%	-5%	3	0%
O=C(Cc1ccccc1Cl)Nc1nc2ccccc2[nH]1	-1	5%	-3%	0%	-10%	-13	7.1µM*	21%	?	-5	19%
OC(COc1ccccc1Br)CN1CCNCC1 (stereo not given)	10	0%	-1%	1%	-1%	-6	?	-1%	-1%	2	-1%
CCCCn1nc2cc(C(=O)NCc3cc(C(F)(F)F)cc(C(F)(F)F)c3)ccc2c1OCC	-10	-5%	13%	-18%	-1%	-2	-9%	-1%	-1%	1	1%
